TIM10 inh = inhibits growth of TIM10 yeast strain; AID 463195; S. cerevisiae TIM10 strain growth, BacTiter-Glo luminescence, 24 h; 330,000 tested, 1.4% active; inhibition, % at 10 µM;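 active = inhibition of 40% or more at the single tested concentration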;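 also: wild-type TIM10 isogenic control strain grown at permissive 25 °C; 0% = DMSO yeast wells and 100% = minimal medium wells without yeast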
UPR CHOP act = apoptotic UPR (CHOP) activation; CHO-CHOP luciferase reporter, luminescence; percent of tunicamycin response over DMSO baseline; activation, % at 10 µM; 330,000 tested, 0.34% active; AID 449763;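 active = at 10 µM dose, activation of 40% or more, normalized to positive control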;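 also: 100% = tunicamycin at 10 µg/mL and 0% = DMSO alone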
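System: CHO CHOP reporter cells. Amount: 500 cells per well. Buffer or medium: F12 medium, 10% FBS. Compound dosing: one dose, 10 µM in 0.5% DMSO. Incubation: 6 h compound exposure at 37 °C after overnight seeding. Technique: Steady-Glo luciferase luminescence. Benchmarks: tunicamycin and DMSO controls.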
697 NFkB inh = inhibitors of the PMA/ionomycin-induced NF-kB reporter in 697 B cells. inhibition, % at 4 µM. 697 B-cell NF-kB luciferase reporter, 16 h. 330,000 tested, 0.33% active; in the data active = inhibition above about 35%
Jurkat NFkB inh = inhibitors of the PMA/ionomycin-induced NF-kB reporter in Jurkat cells; PMA/ionomycin-induced NF-kB luciferase reporter, luminescence; inhibition, % at 4 µM; 330,000 tested, 0.53% active; in the data active = inhibition above about 50%
XBP1 UPR activ = adaptive UPR (XBP1) activation. CHO-XBP1 luciferase reporter, IRE1-XBP1 UPR activation, luminescence; percent of tunicamycin response, DMSO as zero. activation, % at 20 µM. 330,000 tested, 0.33% active. AID 463104;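 active = versus positive control, 20 µM dose yields 30% or more activation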;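 also: 100% = tunicamycin at 10 µg/mL and 0% = DMSO only wells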
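Material: CHO-XBP1 cells stably carrying IRE1-XBP1-driven luciferase reporter / Amount: 1000 cells per well / Compound: 20 µM, 1% DMSO / Times: 6 h treatment, 37 °C / Detection: luciferase luminescence / Measure: % activation of reporter signal versus tunicamycin and DMSO controls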
Mdm2 MdmX PPI = disrupts the human Mdm2-MdmX interaction | O15151+Q00987 | SaOS-2 split-luciferase Mdm2/MdmX complementation, luminescence | inhibition, % at 8 µM | 330,000 tested, 3% active | AID 485346;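 active = inhibition of at least 50% at 8 µM in the primary screen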
Target sequence (O15151 whole entry, looked up): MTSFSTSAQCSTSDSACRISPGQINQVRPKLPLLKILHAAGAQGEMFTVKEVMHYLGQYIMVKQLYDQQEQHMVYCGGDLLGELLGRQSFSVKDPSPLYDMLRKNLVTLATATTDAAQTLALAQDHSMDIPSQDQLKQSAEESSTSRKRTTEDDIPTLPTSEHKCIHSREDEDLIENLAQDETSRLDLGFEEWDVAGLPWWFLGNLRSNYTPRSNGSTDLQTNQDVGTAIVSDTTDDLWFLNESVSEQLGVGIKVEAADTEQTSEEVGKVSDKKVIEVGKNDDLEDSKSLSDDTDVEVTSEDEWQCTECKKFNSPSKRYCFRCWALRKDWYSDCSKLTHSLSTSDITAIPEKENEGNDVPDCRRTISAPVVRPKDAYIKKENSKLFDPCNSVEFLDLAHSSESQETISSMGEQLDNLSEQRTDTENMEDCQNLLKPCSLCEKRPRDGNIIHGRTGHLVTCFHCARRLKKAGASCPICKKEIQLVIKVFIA
Target sequence (Q00987 whole entry, looked up): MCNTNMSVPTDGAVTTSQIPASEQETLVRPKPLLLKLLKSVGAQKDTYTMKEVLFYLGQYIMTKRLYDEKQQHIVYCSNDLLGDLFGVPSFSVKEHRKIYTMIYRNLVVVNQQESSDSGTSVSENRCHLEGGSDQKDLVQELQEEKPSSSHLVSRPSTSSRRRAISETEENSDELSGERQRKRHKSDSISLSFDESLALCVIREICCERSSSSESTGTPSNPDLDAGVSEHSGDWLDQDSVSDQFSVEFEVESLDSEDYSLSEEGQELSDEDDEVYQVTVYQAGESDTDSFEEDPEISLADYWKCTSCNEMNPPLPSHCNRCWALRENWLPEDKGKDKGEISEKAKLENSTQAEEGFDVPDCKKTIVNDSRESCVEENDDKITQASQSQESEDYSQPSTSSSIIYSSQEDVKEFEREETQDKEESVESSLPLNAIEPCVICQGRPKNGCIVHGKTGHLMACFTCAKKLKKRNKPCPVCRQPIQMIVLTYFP
tim23-1 inh = growth inhibitors of tim23-1 mutant yeast | S. cerevisiae tim23-1 growth, BacTiter-Glo luminescence, 24 h | inhibition, % at 20 µM | 330,000 tested, 1.3% active;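 active = growth inhibition of the mutant yeast at or above 50%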;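 also: temperature-sensitive mutant grown at 25 °C; plate controls were DMSO-treated mutant yeast for no effect and medium wells lacking yeast for full effect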
tim10-1 inh = tim10-1 yeast growth inhibition. S. cerevisiae tim10-1 ts strain growth, BacTiter-Glo, 24 h. inhibition, % at 20 µM. 330,000 tested, 2.2% active. AID 463190;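 active = inhibition of at least 40%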;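 also: mutant grown at 25 °C; 0% = DMSO wells with yeast and 100% = wells holding no yeast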
Numbers without * were called inactive.

canonical_smiles	TIM10 inh	UPR CHOP act	697 NFkB inh	Jurkat NFkB inh	XBP1 UPR activ	Mdm2 MdmX PPI	tim23-1 inh	tim10-1 inh
CCc1nc2c(c(=O)c3ccccc3n2C)c(=O)n1C1CCCCCC1	-2	-3.8	-55	-1	6	52*	45	41*
Nc1ccccc1SCC(=O)Nc1nccs1	16	-1.0	8	-3	-3	14	5	5
CC(C)c1ccc(NC(=O)c2sccc2-n2cccc2)cc1	31	1.6	-71	-58	0	-18	29	29
O=[N+]([O-])c1ccc(-c2ccc(/C=N/O)o2)cc1	-12	3.7	-34	-39	1	-6	-11	-11
Cc1nonc1N1CCN(Cc2cn[nH]c2-c2ccc3c(c2)OCO3)CC1	-5	-1.9	5	-2	-2	-6	-3	6
O=C(c1cccc(Cl)c1)N(Cc1cccs1)C1CCS(=O)(=O)C1 (stereo not drawn)	1	-2.6	6	-4	-1	-3	6	6
CN(C)C(CN1C(=O)C2CC=CCC2C1=O)c1cn(C)c2ccccc12 (stereo not drawn)	4	1.2	-19	-11	6	-5	17	20
O=C(CSc1nc2ncccc2[nH]1)c1ccc(F)cc1	1	-1.8	-29	-13	1	-2	18	13
CCCCn1nc(C(=O)N(C)C2CCCCC2)c2ccccc2c1=O	-7	1.1	5	-2	-2	11	37	20
O=C(Cn1cnc2c(nnn2Cc2ccc(F)cc2)c1=O)NCC1CCCO1 (stereo not drawn)	-8	1.3	1	1	1	17	-7	-12
O=C(CCS(=O)(=O)c1cc2c(cc1Cl)NC(=O)CO2)NCc1ccc(F)cc1	5	-1.9	2	-3	0	9	-8	-9
O=C(CCS(=O)(=O)c1ccccc1)Nc1nc2c(s1)CCCC2	-3	3.9	2	9	-1	41	7	21
O=Cc1cnc(N2CCCCC2)s1	3	-1.4	-5	-18	5	-3	13	1
CCOC(=O)CCCCC(=O)NC(CO)C(=O)NC (stereo not drawn)	4	-0.9	20	6	-3	11	13	13
COc1ccc2[nH]c3c(c2c1)CCNC3c1ccc([N+](=O)[O-])o1 (stereo not drawn)	41*	0.9	4	-1	-5	19	12	-43
Cc1ccc(N2CC(C(=O)OCC(=O)c3c(N)n(CC(C)C)c(=O)n(C)c3=O)CC2=O)cc1 (stereo not drawn)	13	0.1	-5	6	0	-7	1	11
COc1ccc(-c2nnc(SCc3c(C)noc3C)o2)cc1	-18	1.7	-6	-15	3	-5	3	16
COc1cc(CCC(=O)Nc2c(C(=O)N3CCN(c4ccccc4OC)CC3)oc3ccccc23)on1	24	0.4	-1	11	-3	14	39	42*
Cc1ccc(NC(=O)CN2C(=O)S/C(=C\c3cc(Cl)c(OCC(=O)O)c(Cl)c3)C2=O)cc1	-3	0.7	14	2	-1	18	2	-3
COc1ccc(C(=O)COC(=O)CSCc2c(C)noc2C)cc1OC	9	-1.7	19	-21	5	3	24	23
CC(C)CCC(C)N=Cc1c(O)n(Cc2ccccc2)c(=O)c2ccccc12 (stereo not drawn)	-5	3.3	9	0	1	27	-7	-15
COc1c(Cl)cc(Cl)cc1C(=O)Nc1ccc(CN2CCCCC2)cc1	-24	-0.4	-5	-13	3	6	-21	-8
O=C(NCc1ccccc1)c1nc(S(=O)(=O)Cc2ccccc2)ncc1Cl	31	105*	-51	-6	-11	74*	42	52*
Cc1ccccc1CSc1ccc2nnc(-c3ccccn3)n2n1	12	0.2	-1	-5	-4	-10	-46	13
O=C(CSC1=NS(=O)(=O)c2ccccc2N1)NCCc1ccccc1	-4	1.8	1	9	-1	-9	9	0
COC(=O)C(C(=O)Nc1ccccc1C)C1CCCCCC1 (stereo not drawn)	3	-1.6	-9	11	-4	-25	15	27
CS(=O)(=O)c1ccc(C(=O)Nc2ccccc2N2CCOCC2)c(Cl)c1	-6	1.1	3	9	-1	9	-4	3
CC(Sc1nnc2c(n1)[nH]c1ccccc12)C(=O)N(C)C1CCCCC1 (stereo not drawn)	6	-0.1	-19	32	-1	31	27	16
CC(=O)Nc1ccc2nc(NC(=O)CCc3ccccc3)sc2c1	19	1.0	-1	4	-3	11	4	3
Cc1c(C(=O)Nc2ccc(F)cc2)nnn1-c1cccc(C(F)(F)F)c1	21	2.4	-40	14	3	-13	16	24

Further records.
canonical_smiles	TIM10 inh	UPR CHOP act	697 NFkB inh	Jurkat NFkB inh	XBP1 UPR activ	Mdm2 MdmX PPI	tim23-1 inh	tim10-1 inh
O=C(CSc1nc2ccc(Cl)cc2[nH]1)NCCc1ccc(Cl)cc1	5	-1.0	-1	-2	-3	-2	5	0
Cc1csc(NC(=O)c2ccc[nH]c2=O)n1	3	6.6	-55	-58	-4	-42	-3	-24
CC1CC(C)CN(C(=O)c2ccc(N3CC4CC(C3)c3cccc(=O)n3C4)c([N+](=O)[O-])c2)C1 (stereo not drawn)	13	1.5	12	1	0	-14	10	5
Cc1ccc(-n2ccc(=O)c(C(=O)Nc3ccc(S(=O)(=O)Nc4onc(C)c4C)cc3)n2)cc1	2	2.4	8	-13	-2	-7	8	-2
CCNc1nc(NCC)nc(N/N=C/c2ccc(OC)cc2)n1	7	-0.6	-8	-13	1	-9	-19	13
O=C(CCNS(=O)(=O)c1ccccc1F)N1CCN(C(c2ccccc2)c2ccccc2)CC1	-12	1.3	-35	-26	-2	19	9	-18
CC(C(=O)NCc1ccc(Cl)cc1)n1cccc1C(=O)c1ccccc1 (stereo not drawn)	6	2.3	-22	-3	-2	16	35	41*
Cc1sc2nc(CSc3n[nH]c(N)n3)[nH]c(=O)c2c1C	15	3.3	-10	-4	-2	10	6	-12
O=C(CSCc1ccc(Cl)cc1)N1CCCCC1	-4	7.1	-50	-60	1	-79	16	13
O=C(CC(Sc1ccc(Br)cc1)C(=O)O)c1ccc(Br)cc1 (stereo not drawn)	25	-0.2	3	17	-6	-6	31	16
Cc1nn(CCO)c(N)c1C1(O)C(=O)Nc2c(Cl)cc(Cl)cc21 (stereo not drawn)	22	1.0	0	-13	-4	-1	14	11
O=[N+]([O-])c1ccccc1S(=O)(=O)N1CCN(S(=O)(=O)c2ccc3c(c2)OCCO3)CC1	-8	-0.3	16	12	-2	28	-7	-9
Cc1[nH]c(C)c(S(=O)(=O)NCc2ccco2)c1C(=O)N1CCCCC1	6	-0.1	-10	5	-5	-8	8	7
Cc1ccc(C2/C(=C(\O)c3ccc4c(c3)OCCO4)C(=O)C(=O)N2Cc2cccnc2)cc1 (stereo not drawn)	-5	1.5	-1	4	-3	11	4	-17
CN(CC(=O)Nc1ccc(F)cc1)CC(=O)N1CCc2ccccc21	18	-0.3	18	-14	1	4	29	37
Cn1c(Cn2nnc3ccccc32)nnc1SCC(=O)c1ccccc1F	-3	0.5	-9	-8	0	3	19	9
O=C1C2C3C=CC(C3)C2C(=O)N1CNc1ccc(O)cc1 (stereo not drawn)	-2	-1.6	9	4	-2	19	7	15
Cc1csc(SC(C)C(=O)Nc2ccc(Cl)cn2)n1 (stereo not drawn)	-14	0.5	-1	-9	1	-15	-2	-10
CCOc1ccc(C(=O)NC(C(=O)NCCc2ccc(S(N)(=O)=O)cc2)C(C)C)cc1 (stereo not drawn)	0	-1.3	-9	0	-1	-5	14	15
CN(c1ccccc1)S(=O)(=O)c1cccc(NC(=O)CSc2nncn2C)c1	-9	-0.1	5	-13	-2	-1	9	19
COc1ccc2cc(C(=O)/C=C/c3cc(OC)c(O)c(OC)c3)ccc2c1	9	5.3	-22	-2	12	0	30	35
CCc1cccc(NC(=O)c2ccc(CNc3c(N4CCCC4)c(=O)c3=O)cc2)c1	16	0.8	42*	20	1	11	3	-13
CO/N=C(/CS(=O)(=O)Cc1ccccc1Cl)c1ccc(Cl)cc1Cl	5	-0.9	25	-3	-5	-36	11	20
CCc1noc(C)c1C(=O)N1CCN(S(=O)(=O)c2c(C)cc(C)cc2C)CC1	-1	0.5	5	3	-5	7	-12	-13
CCC(=O)N1CCc2cc(S(=O)(=O)N3CCN(c4ccccc4Cl)CC3)ccc21	-11	-0.3	-11	5	-2	5	12	19
Cc1cc(NCCO)c2cc(O)ccc2n1	6	-1.7	15	9	0	-23	-1	1
Cc1c(NC(=O)c2cc(S(=O)(=O)N3CCCCC3)ccc2Cl)c(=O)n(-c2ccccc2)n1C	-3	-1.3	0	-2	-4	8	-3	-8
COc1ccc(OC)c(S(=O)(=O)N2CCC(C(=O)NC3CCCCC3)CC2)c1	-5	-0.6	-5	-8	-3	16	7	16
COc1ccc(Cl)cc1NC(=O)C(C)N1CCN(c2ccccn2)CC1 (stereo not drawn)	32	0.7	8	19	-4	22	27	31
CS(=O)(=O)N1Cc2ccccc2CC1C(=O)Nc1ccccc1C(N)=O (stereo not drawn)	-16	2.3	-9	-16	1	-6	8	-5
O=C(NC1CCCCCC1)c1cc(S(=O)(=O)N2CCCCC2)ccc1N1CCOCC1	20	0.4	14	-2	-1	0	8	23
CCN1C(=O)C(O)(C2COC(C)(C)CC2=O)c2ccccc21 (stereo not drawn)	-5	11	-5	8	1	11	11	7
COc1ccc(Cl)cc1NC(=O)C[n+]1ccccc1	5	2.3	3	11	0	0	-1	2

Some of the entries so far, with two lines to a compound:
Under each structure – TIM10 inh	UPR CHOP act	697 NFkB inh	Jurkat NFkB inh	XBP1 UPR activ	Mdm2 MdmX PPI	tim23-1 inh	tim10-1 inh
- O=C(CSc1nc2ccc(Cl)cc2[nH]1)NCCc1ccc(Cl)cc1
    5	-1.0	-1	-2	-3	-2	5	0
- Cc1csc(NC(=O)c2ccc[nH]c2=O)n1
    3	6.6	-55	-58	-4	-42	-3	-24
- CC1CC(C)CN(C(=O)c2ccc(N3CC4CC(C3)c3cccc(=O)n3C4)c([N+](=O)[O-])c2)C1 (stereo not drawn)
    13	1.5	12	1	0	-14	10	5
- Cc1ccc(-n2ccc(=O)c(C(=O)Nc3ccc(S(=O)(=O)Nc4onc(C)c4C)cc3)n2)cc1
    2	2.4	8	-13	-2	-7	8	-2
- CCNc1nc(NCC)nc(N/N=C/c2ccc(OC)cc2)n1
    7	-0.6	-8	-13	1	-9	-19	13
- O=C(CCNS(=O)(=O)c1ccccc1F)N1CCN(C(c2ccccc2)c2ccccc2)CC1
    -12	1.3	-35	-26	-2	19	9	-18
- CC(C(=O)NCc1ccc(Cl)cc1)n1cccc1C(=O)c1ccccc1 (stereo not drawn)
    6	2.3	-22	-3	-2	16	35	41*
- Cc1sc2nc(CSc3n[nH]c(N)n3)[nH]c(=O)c2c1C
    15	3.3	-10	-4	-2	10	6	-12
- O=C(CSCc1ccc(Cl)cc1)N1CCCCC1
    -4	7.1	-50	-60	1	-79	16	13
- O=C(CC(Sc1ccc(Br)cc1)C(=O)O)c1ccc(Br)cc1 (stereo not drawn)
    25	-0.2	3	17	-6	-6	31	16
- Cc1nn(CCO)c(N)c1C1(O)C(=O)Nc2c(Cl)cc(Cl)cc21 (stereo not drawn)
    22	1.0	0	-13	-4	-1	14	11
- O=[N+]([O-])c1ccccc1S(=O)(=O)N1CCN(S(=O)(=O)c2ccc3c(c2)OCCO3)CC1
    -8	-0.3	16	12	-2	28	-7	-9
- Cc1[nH]c(C)c(S(=O)(=O)NCc2ccco2)c1C(=O)N1CCCCC1
    6	-0.1	-10	5	-5	-8	8	7
- Cc1ccc(C2/C(=C(\O)c3ccc4c(c3)OCCO4)C(=O)C(=O)N2Cc2cccnc2)cc1 (stereo not drawn)
    -5	1.5	-1	4	-3	11	4	-17

The order is random; 6.6% or so of the library scored in one or more.
